# Assay outcomes: PubChem, The Scripps Research Institute Molecular Screening Center
# ARFGAP1 inhibitor: inhibitors of rat ARFGAP1 GAP activity, primary screen, biochemical, fluorescence polarization, GDP tracer | ADP-ribosylation factor GTPase-activating protein 1 (Rattus norvegicus), Q62848 | Arfgap1-stimulated ARF1 GTP hydrolysis, GDP FP detection | inhibition, % at 16.5 µM | 360,000 compounds, 0.26% hits;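 active means inhibition above a per-plate limit, mean inhibition of low control wells plus 3 SD, cut at about 25% in these data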;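 further: 0% = DMSO wells with enzyme and 100% = wells lacking Arfgap1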
# Target sequence (Q62848 1-136 limits assumed): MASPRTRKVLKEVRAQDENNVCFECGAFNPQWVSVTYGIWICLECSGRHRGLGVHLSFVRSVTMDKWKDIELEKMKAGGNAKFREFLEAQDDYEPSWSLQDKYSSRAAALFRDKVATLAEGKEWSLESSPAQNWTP
#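 Repeats: one replicate per compound; assay system: rat Arfgap1 catalytic domain, aa 1-136; times: enzyme reaction 120 min at 25 °C after 20 min preincubation; detection: FP of antibody-bound GDP Alexa 633 tracer, ex 620/em 688 nm; benchmarks: high control wells lacking Arfgap1, low control full reaction with DMSO; reagent: human ARF1(Δ1-17)-GTP substrate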
# ADAM10 inh: human ADAM10 inhibitors, primary screen, biochemical, QFRET, HTS; Disintegrin and metalloproteinase domain-containing protein 10 (Homo sapiens), O14672; AID 720582, 2013; recombinant ADAM10, EDANS/DABCYL FRET peptide cleavage, 3 h; inhibition, % at 7 µM; 370,000 compounds, 0.62% hits;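 active means inhibition above a per-campaign cutoff equal to the mean of compounds falling between control-based bounds plus 3 SD, cut at about 20% in these data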;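 further: 0% = DMSO wells while the 100% control is not disclosed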
# ADAM17 inh: ADAM17 inhibitors, primary screen, biochemical, QFRET; inhibition, % at 6.95 µM; Disintegrin and metalloproteinase domain-containing protein 17 (Homo sapiens), P78536; recombinant ADAM17, EDANS/DABCYL FRET peptide cleavage; 370,000 compounds, 0.83% hits; AID 720648, 2013;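 active means inhibition above the mean of compounds lying between control limits plus 3 SD, set per campaign, cut at about 8.5% in these data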;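 further: 0% = DMSO-only wells as the low control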
# Tn7 DDE FP: inhibitors of Tn7 peptide binding to fibrin DD(E), primary screen, biochemical, fluorescence polarization, human fibrin, Tn7 probe | FP displacement of FITC-Tn7 peptide from fibrin DD(E); 0% = median of compound wells per plate | Fibrinogen beta chain (Homo sapiens), P02675 | inhibition, % at 8.3 µM | 370,000 compounds, 0.13% hits;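 active means inhibition above the mean of compounds falling within the control limits plus 3 SD of them, cut at about 14% in these data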;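 further: 0% = plate median of compound wells and 100% = 10 µM Aha-Tn7 peptide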
# Target sequence (P02675 whole entry, looked up): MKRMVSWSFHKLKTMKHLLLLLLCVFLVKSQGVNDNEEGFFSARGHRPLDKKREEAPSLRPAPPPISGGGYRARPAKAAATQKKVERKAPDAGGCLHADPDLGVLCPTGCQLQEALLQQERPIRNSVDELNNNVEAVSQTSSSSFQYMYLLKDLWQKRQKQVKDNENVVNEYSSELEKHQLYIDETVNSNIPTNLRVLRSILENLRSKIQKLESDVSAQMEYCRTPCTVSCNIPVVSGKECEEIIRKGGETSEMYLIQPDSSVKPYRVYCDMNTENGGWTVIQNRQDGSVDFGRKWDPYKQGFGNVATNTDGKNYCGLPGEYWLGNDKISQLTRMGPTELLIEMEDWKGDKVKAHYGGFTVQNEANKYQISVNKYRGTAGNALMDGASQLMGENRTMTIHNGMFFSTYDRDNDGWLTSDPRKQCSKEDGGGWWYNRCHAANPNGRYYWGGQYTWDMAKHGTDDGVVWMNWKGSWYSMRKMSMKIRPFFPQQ
#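 assay system = human clot-derived fibrin DD(E) complex | quantity = Fibrin-DD(E) at 2 µM final | timing = 10 min preincubation, 3 h with tracer, room temperature | signal = fluorescence polarization | measure = percent inhibition | benchmarks = high control wells with 10 µM unlabelled Aha-Tn7 peptide (full inhibition) | replicates = singlicate testing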
# DDE Tn6 FP inh: inhibitors of Tn6 peptide binding to fibrin DD(E), primary screen, biochemical, fluorescence polarization, human fibrin, Tn6 probe. Fibrinogen beta chain (Homo sapiens), P02675. Fibrin DD(E) TRITC-Tn6 fluorescence polarization displacement. AID 720509, 2013. inhibition, % at 8.3 µM. 370,000 compounds, 0.21% hits;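 active means inhibition above a per-campaign cutoff: mean of compounds within control limits plus 3 SD, cut at about 15% in these data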;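 further: 0% = median of all compound wells on the plate and 100% = blocking peptide control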
# PLCg1 inh: PLC-gamma1 enzyme inhibitors, primary screen, biochemical, fluorescence, purified enzyme; 1-phosphatidylinositol 4,5-bisphosphate phosphodiesterase gamma-1 (Homo sapiens), P19174; fluorogenic substrate; inhibition, % at 12.2 µM; 370,000 compounds, 0.84% hits; AID 720700, 2013; in the data active means inhibition above about 9.5%
# LEDGF integ inh: blockers of LEDGF/p75-dependent integrase strand transfer – biochemical, TR-FRET, high throughput, primary screen. HIV-1 integrase (with human LEDGF/p75). TR-FRET IN-LEDGF/p75 DNA integration, Eu/Cy5. inhibition, % at 3.7 µM. 370,000 compounds, 0.64% hits. AID 743269, 2014;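 active means inhibition above the screen-wide mean plus 3 SD, cut at about 13% in these data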;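 further: signal is the Cy5 over europium emission ratio at 671 and 618 nm; 0% = plate median of compound wells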
# ASAP1 GAP inh: inhibitors of human ASAP1 ArfGAP activity, primary screen, biochemical, fluorescence polarization | AID 624377, 2012 | 360,000 compounds, 0.19% hits | ASAP1-stimulated ARF1 GTP hydrolysis, GDP FP detection | inhibition, % at 16.5 µM; in the data active means inhibition above about 25%;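 further: 0% = vehicle with enzyme and substrate and 100% = no enzyme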
# Target sequence (Q9ULH1 325-724 limits assumed): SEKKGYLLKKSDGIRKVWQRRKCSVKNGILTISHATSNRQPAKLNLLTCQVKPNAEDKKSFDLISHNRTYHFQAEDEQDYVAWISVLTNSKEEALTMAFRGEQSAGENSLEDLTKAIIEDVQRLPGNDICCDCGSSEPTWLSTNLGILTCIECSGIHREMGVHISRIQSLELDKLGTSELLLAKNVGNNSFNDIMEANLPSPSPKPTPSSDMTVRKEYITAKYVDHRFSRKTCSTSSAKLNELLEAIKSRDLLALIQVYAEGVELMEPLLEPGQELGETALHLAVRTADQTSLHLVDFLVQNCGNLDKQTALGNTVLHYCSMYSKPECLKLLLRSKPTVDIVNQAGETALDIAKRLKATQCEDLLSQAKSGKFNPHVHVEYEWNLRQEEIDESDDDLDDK
# TDP2 absorb: human TDP2 enzyme inhibitors, primary screen, biochemical, epi absorbance, recombinant enzyme; Tyrosyl-DNA phosphodiesterase 2 (Homo sapiens), O95551; T5PNP hydrolysis, p-nitrophenol absorbance 415 nm; inhibition, % at 12.8 µM; 370,000 compounds, 0.34% hits;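 active means inhibition above the mean of all tested compounds plus 3 SD, set per campaign, cut at about 25% in these data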;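 further: 0% = DMSO with enzyme and 100% = buffer with substrate but no TDP2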
#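 System – recombinant human TDP2 · Quantity – TDP2 enzyme at 120 nM final · Doses – single concentration, 12.8 µM nominal, with 1% DMSO · Incubation – 2 h at 37 °C · Measured by – epi absorbance of p-nitrophenol freed from T5PNP by hydrolysis · Read-out – % inhibition relative to enzyme-containing and enzyme-free wells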
# KLK7 zymogen act: proKLK7 zymogen activators, primary screen, biochemical, fluorescence intensity; Kallikrein-7 (Homo sapiens), P49862; purified proKLK7, EDANS-DABCYL substrate fluorescence; 100% is mature enzyme control, 0% vehicle; activation, % at 7 µM; 370,000 compounds, 0.9% hits;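 active means activation above the mean of all tested compounds plus 3 SD, computed per campaign excluding outliers beyond control limits, cut at about 13% in these data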
# The depositor's hits bear a star; i = inactive; / = not tested or not shown; & = joins results of further samples.
SMILES,ARFGAP1 inhibitor,ADAM10 inh,ADAM17 inh,Tn7 DDE FP,DDE Tn6 FP inh,PLCg1 inh,LEDGF integ inh,ASAP1 GAP inh,TDP2 absorb,KLK7 zymogen act
CC1(O)C(=O)c2ccccc2N(c2ccccc2)C1=O (configuration not stated),2,-18,-7,0,0,-47,-1,1,-6,0.2
Nn1c(Cc2cccc3ccccc23)nnc1SCc1c(Cl)cccc1Cl,1,9,2,-8,2,-2,0,-12,2,-0.4
CCCOC1CCCN(C(=O)c2ccc(OC)c(OC3CCN(C(C)C)CC3)c2)C1 (configuration not stated),1,-8,-4,2,3,0,-1,13,5,0.5
CC(=O)Oc1ccc2c(C)c(CC(=O)N3CCN(C(=O)C4COc5ccccc5O4)CC3)c(=O)oc2c1C (configuration not stated),0,i,-400,2,-12,i,0,-1,-8,155*
Clc1ccc(C[n+]2cc(-c3ccccc3)n3c2CCC3)cc1,5,6,2,-4,-6,3,3,9,-18,0.0
COc1ccc(CC(=O)N(C)c2ccccc2)cc1S(=O)(=O)N1CCOCC1,-1,3,1,-2,3,-2,2,-8,1,-0.4
COCC1CCN(Cc2nc(-c3ccc(OC)cc3)no2)CC1,1,-3,2,4,2,8,5,2,-23,0.9
Cn1cnnc1SCC(=O)Nc1cccc(S(=O)(=O)N2CCCCCC2)c1,7,-2,1,-3,-3,3,-1,-2,-5,0.2
O=C(NCC1CCCO1)c1ccc(S(=O)(=O)N2CCCCC2)cc1 (configuration not stated),8,3,-6,5,1,-2,-1,6,10,-0.1
CCC(C)NC(=S)N1CCN(Cc2ccc3c(c2)OCO3)CC1 (configuration not stated),3,0,-1,4,1,-1,-2,-13,9,0.4
O=C(c1cccc(S(=O)(=O)N2CCc3ccccc32)c1)N1CCOCC1,14,-2,-3,0,3,-4,-7,-1,2,0.4
CCOc1ccc(OCCSc2nc3ccccc3o2)cc1,15,-3,-2,-4,-4,-1,-2,-5,11,-0.2
CC1=CC(C)(C)n2c(O)c(N=NC(N)=S)c3cc(C)cc1c32,13,0,0,2,1,-1,-2,-1,-2,-0.9
Cc1ccc(OCC(=O)N(Cc2ccc(N(C)C)cc2)C2CCS(=O)(=O)C2)cc1 (configuration not stated),3,4,0,-3,-3,2,2,9,-13,0.2
COc1cccc(NC(=O)CN(C)C(=O)c2cccc(S(=O)(=O)N3CCN(c4ccccc4)CC3)c2)c1,17,11,-4,-1,-1,3,4,-1,-3,0.1
O=C1COc2ccc(C(=O)NC3CC3)cc2N1,-7,0,-2,-4,-6,0,-3,0,-1,0.1
CCCCN(CCCNC(=O)C1CCCN(S(=O)(=O)CC)C1)Cc1ccccc1 (configuration not stated),-6,-5,-4,4,9,-1,3,-20,-4,0.1
CN(C)/C=C/C(=O)c1ccc(Br)s1,-6,-2,-2,0,-4,-3,0,-8,10,-0.4
CCc1nc2c(OCC(=O)c3ccc(Cl)cc3Cl)cccn2c1N(C=O)Cc1ccc(OC)cc1,-3,-31,-6,2,7,-19,3,10,12,0.5
CCOc1ccc(NC(=O)c2ccc3c(=O)n4c(nc3c2)CCCCC4)cc1,-7,-10,-2,-6,-1,0,0,15,7,0.7
CCOC(=O)c1cnc2c(C)c(C)ccc2c1NCCN1CCOCC1,1,3,-3,-2,1,1,1,3,2,0.0
COc1ccc(S(=O)(=O)N(C)C2CCN(C)CC2)cc1,-6,-4,-2,4,5,-1,3,-7,4,0.0
O=Cc1ccc(-c2cc(Cl)ccc2Cl)[nH]1,7,-2,-6,6,2,1,-1,-4,4,0.4
CCOC(=O)c1oc2cc(C)cc(O)c2c(=O)c1-c1csc(C)n1,-7,3,1,-10,-3,8,2,0,-12,0.3
O=C(COC(=O)c1cnc(Cl)c(Cl)c1)NCc1ccc2c(c1)OCO2,-2,-6,1,-5,-3,2,-1,1,-1,-0.6
COC(=O)C(C)Oc1cc(OC(C)C(=O)OC)c2c(C)c(Cl)c(=O)oc2c1 (configuration not stated),7,i,i,-1,0,i,-4,8,2,65*
Cc1ccc(C(=O)N(CCc2ccccc2)Cc2ccccc2)cc1S(=O)(=O)N1CCOCC1,-4,4,3,-4,-3,0,1,0,0,0.5
COc1ccc2nc(N3C(=O)C(O)=C(C(=O)c4ccco4)C3c3ccc(C)o3)sc2c1 (configuration not stated),0,-36,-12,1,-4,-52,14*,-13,-9,0.5
Cc1ccc(NS(=O)(=O)c2cccc(C(=O)O)c2)cc1S(=O)(=O)N1CCCCC1,5,-1,0,1,-2,2,-2,-5,12,0.1
CCOc1ccccc1OCC(=O)NNC(=O)Cn1cnc2c1c(=O)n(C)c(=O)n2C,-2,8,2,-11,-4,5,14*,6,-4,-0.5

# 4 compounds drawn at random from those above:
SMILES,ARFGAP1 inhibitor,ADAM10 inh,ADAM17 inh,Tn7 DDE FP,DDE Tn6 FP inh,PLCg1 inh,LEDGF integ inh,ASAP1 GAP inh,TDP2 absorb,KLK7 zymogen act
O=Cc1ccc(-c2cc(Cl)ccc2Cl)[nH]1,7,-2,-6,6,2,1,-1,-4,4,0.4
O=C(COC(=O)c1cnc(Cl)c(Cl)c1)NCc1ccc2c(c1)OCO2,-2,-6,1,-5,-3,2,-1,1,-1,-0.6
COc1ccc2nc(N3C(=O)C(O)=C(C(=O)c4ccco4)C3c3ccc(C)o3)sc2c1 (configuration not stated),0,-36,-12,1,-4,-52,14*,-13,-9,0.5
Cc1ccc(C(=O)N(CCc2ccccc2)Cc2ccccc2)cc1S(=O)(=O)N1CCOCC1,-4,4,3,-4,-3,0,1,0,0,0.5

# New compounds follow:
SMILES,ARFGAP1 inhibitor,ADAM10 inh,ADAM17 inh,Tn7 DDE FP,DDE Tn6 FP inh,PLCg1 inh,LEDGF integ inh,ASAP1 GAP inh,TDP2 absorb,KLK7 zymogen act
CCCCCCn1nc(C(=O)OCC(=O)c2c(N)n(C)c(=O)n(C)c2=O)c2ccccc2c1=O,15,11,0,1,-3,2,2,-1,11,0.1
COc1cccc2cc(C(C)N(CCCN3CCOCC3)C(=O)Nc3ccccc3)oc12 (configuration not stated),6,-7,-2,2,6,0,3,4,2,-0.6
CCOC(=O)CSc1n[nH]c(NS(=O)(=O)c2ccccc2C(F)(F)F)n1,-12,-4,6,-8,-4,2,2,-1,-15,-1.3
O=C(CCN1C(=O)C2C3C=CC(C3)C2C1=O)Nc1ccccc1 (configuration not stated),8,-1,1,-4,-9,4,1,9,-6,-0.5
CS/C(=N\S(=O)(=O)c1cccs1)Nc1ccc(Br)cc1F,1&-10,-3&2,-1&-1,3&2,-1&8,2&0,1&0,10&-5,6&-3,-0.4&-0.6
O=C(CCC(=O)OCc1ccc(C(=O)Oc2ccc(Cl)cc2)cc1)Nc1ccccc1,8,9,-1,4,3,7,3,-1,-4,-0.8
CCOc1cc(/C=N/NC(=O)c2cc3c(ccc4ccccc43)o2)ccc1O,6,-84,-37,-3,-4,-205,-2,4,-3,-11
Cc1ccc(S(=O)(=O)NCCN2CCOCC2)c(C)c1C,-6,-2,-1,6,-5,0,2,7,1,-0.1
COCCCn1c(=O)c2sccc2n2c(CCCC(=O)NCc3ccc(F)cc3)nnc12,10,-4,-4,-5,-2,1,-1,13,-1,0.1
COc1ccc(C(=O)CSc2nnc(COc3ccccc3)n2Cc2ccco2)cc1,9,-3,3,3,-5,0,1,11,3,-0.1
COc1ccc(S(=O)(=O)Nc2ccc3c(c2)C(=O)N([C@H](C)CO)C[C@H](C)[C@@H](CN(C)C(=O)Nc2ccc(C(F)(F)F)cc2)O3)cc1,11,8,3,-3,-4,1,0,19,6,0.7
COC(=O)CSC1=C(C#N)C(c2cccc(OC)c2)CC(=O)N1 (configuration not stated),-5,8,1,-3,-5,4,3,-3,-17,1.1
Cc1ccccc1OCCC(=O)OCC(=O)Nc1ccc(C(N)=O)cc1,0,-2,1,-7,-6,3,7,7,-4,0.0
COc1ccc2[nH]c(C)c(C(=O)CN3CC(C)OC(C)C3)c2c1 (configuration not stated),-3,1,-4,-3,1,-3,-2,-2,1,-0.3
O=C(CCNC(=O)c1ccc([N+](=O)[O-])cc1)Nc1ccccc1N1CCCC1,4,5,-1,-6,-10,0,3,6,-2,-0.4
COc1cccc(C(=O)N(Cc2ccc(N(C)C)cc2)C2CCS(=O)(=O)C2)c1 (configuration not stated),4,0,-2,-6,1,0,1,10,6,-0.8
CCCCC(=O)Nc1ccc(Cl)cc1F,-6,2,-3,-7,-6,1,1,-12,7,-0.3
COc1ccc(N2CCN(C(=O)COC(=O)/C=C/c3ccc(C(F)(F)F)cc3)CC2)cc1,-8,-8,-4,0,-6,-2,1,3,9,0.0
CC(=O)c1cnc2c(-c3ccc(Cl)cc3)cnn2c1C,-1,-12,-2,-2,-2,-3,2,-9,-6,-0.4
COc1cccc(-c2nn(C)c3sc(C(=O)N4CCOCC4)cc23)c1,-1,-37,-4,-8,-3,-18,-1,-5,1,-0.4
COc1ccc(OC)c(NC(=O)C2CCC(CNc3c(N4CCOCC4)c(=O)c3=O)CC2)c1 (configuration not stated),6,-3,-3,6,-4,1,-3,2,-3,-0.1
CSc1nc(-c2ccccc2)nc(N2CCN(C)CC2)c1C(C)=O,7,-6,-9,7,-3,-6,-1,7,-9,-1.0
COC(=O)[C@]12C[C@H](CC(=O)N3CCCCC3)C(=O)N(CCC3=CCCCC3)C1=C[C@H](C1CCCC1)O[C@@H]2C,/,-11,-8,6,-14,11*,0,/,-6,0.2
Cn1cc(C(=O)NC2CCCCCC2)c(=O)c2cc(S(=O)(=O)N3CCCC3)ccc21,-10,-4,-4,-1,-2,2,3,-20,2,-0.2
